# ERG-DNA inh: ERG Ets/DNA interaction inhibition; P11308; fluorescence polarization, His-ERG Ets domain / labelled DNA; Potency, µM (top dose mostly 76.9 µM), without a hit: at the highest dose FP activity, negative = inhibition, hits mostly inhibitors; 370,000 tested, 0.028% active; AID 624246; active = well fitted inhibition curve with a large enough effect in the polarisation, with a control signal flat; inconclusive = small, poorly fitted or top-dose-only effect, or effect the other way, or a change in a side signal; inactive = no such curve, though single readings can be large or run the other way; the % refers to the polarisation;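 also: polarization taken with two DNA probes labelled with fluorescein and Texas red; potency is read from the fitted curve at half-maximal effect; % of control where 0% means no effect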
#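 His-tagged ERG Ets domain (1 uM in the protein solution; 300mM KCl, 50mM Tris-HCl, 1mM EDTA, 1mM DTT, pH 7.5) received compound, then a probe mix of 5 nM fluorescein-DNA and 100nM Texas-615-DNA. Fluorescence polarization was read for both dyes.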
# BLM inh: inhibitors of human Bloom syndrome helicase BLM; P54132; recombinant BLM DNA unwinding, fluorescence dequenching; Potency, µM (top dose mostly 56.1 µM), inactives show at the top dose activity change, negative = inhibition, hits mostly inhibitors; 350,000 tested, 0.2% active; AID 2528;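 also: potency is read from the fitted curve at half-maximal effect; plate controls were vehicle for no effect and no enzyme for full effect; nearly all actives have a fitted effect of over 35% in size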
# TRHR agonist: activates the human TRH receptor; P34981; TRHR cells, calcium flux fluo-8, FDSS agonist mode; activation, % at 2 µM; 360,000 tested, 0.18% active; AID 493084; in the data active = activation above about 30%; also: 0% is about no effect
#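 Steps: seed TRHR cells overnight; add fluo-8 no-wash Ca dye, RT 30 min–1.5 h; record 10 s baseline; pin-transfer compounds; monitor fluorescence 1 cycle/s for the agonist window. Calcium increases flag candidate agonists.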
# POLB inh: DNA polymerase beta (human) inhibition. Potency, µM (highest dose often 114 µM), without a hit: top-dose activity change, negative = inhibition, usual class: inhibitors. 340,000 tested, 1.3% active. AID 485314. Pol beta primer extension/strand displacement, fluorescence kinetic. P06746; also: potency is read from the fitted curve at half-maximal effect; % is scaled to controls: 0 for no effect and ±100 for the full control effect
#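 Preincubation: enzyme (10 nM) with compound, 15 min, RT. Reaction: substrate added to 50 nM final. Reads: 0 and 10 min. Analysis: normalized, Hill fit.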
# APE1 inh: APE1 (human) endonuclease inhibition; P27695; recombinant APE1, TAMRA/BHQ-2 abasic DNA cleavage fluorescence; Potency, µM (highest dose often 65.8 µM), without a hit: at the top dose activity change, negative = inhibition, hits mostly inhibitors; 350,000 tested, 0.35% active;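 also: potency is read from the fitted curve at half-maximal effect; plate controls were vehicle for no effect and reference inhibitor for full effect; nearly all actives have a fitted effect of over 55% in size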
# Target sequence (P27695 whole entry, looked up): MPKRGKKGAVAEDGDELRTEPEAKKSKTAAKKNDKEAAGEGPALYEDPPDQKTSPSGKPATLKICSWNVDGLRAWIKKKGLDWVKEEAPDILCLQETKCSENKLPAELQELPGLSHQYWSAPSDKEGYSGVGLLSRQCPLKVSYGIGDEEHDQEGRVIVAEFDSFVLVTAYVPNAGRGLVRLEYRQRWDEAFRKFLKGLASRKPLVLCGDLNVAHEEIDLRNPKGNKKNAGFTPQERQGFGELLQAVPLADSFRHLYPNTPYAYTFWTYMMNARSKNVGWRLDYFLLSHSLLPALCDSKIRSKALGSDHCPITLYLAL
#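 0.75 nM APE1 + cpd, 15 min RT; start w/ 50 nM TAMRA/BHQ-2 THF-abasic dsDNA; kinetic fluor 525/598 nm ×3 reads @60 s; Δ(read3−read1); normalized to DMSO and NSC13755 control wells.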
# POLI inh: inhibitors of human DNA polymerase iota; AID 588590; Potency, µM (top dose mostly 115 µM), for inactives: at the highest dose activity, negative = inhibition, hits mostly inhibitors; 390,000 tested, 1% active; Pol iota fluorescent replication assay, 10 min; Q9UNA4; also: potency is read from the fitted curve at half-maximal effect
# Target sequence (Q9UNA4 whole entry, looked up): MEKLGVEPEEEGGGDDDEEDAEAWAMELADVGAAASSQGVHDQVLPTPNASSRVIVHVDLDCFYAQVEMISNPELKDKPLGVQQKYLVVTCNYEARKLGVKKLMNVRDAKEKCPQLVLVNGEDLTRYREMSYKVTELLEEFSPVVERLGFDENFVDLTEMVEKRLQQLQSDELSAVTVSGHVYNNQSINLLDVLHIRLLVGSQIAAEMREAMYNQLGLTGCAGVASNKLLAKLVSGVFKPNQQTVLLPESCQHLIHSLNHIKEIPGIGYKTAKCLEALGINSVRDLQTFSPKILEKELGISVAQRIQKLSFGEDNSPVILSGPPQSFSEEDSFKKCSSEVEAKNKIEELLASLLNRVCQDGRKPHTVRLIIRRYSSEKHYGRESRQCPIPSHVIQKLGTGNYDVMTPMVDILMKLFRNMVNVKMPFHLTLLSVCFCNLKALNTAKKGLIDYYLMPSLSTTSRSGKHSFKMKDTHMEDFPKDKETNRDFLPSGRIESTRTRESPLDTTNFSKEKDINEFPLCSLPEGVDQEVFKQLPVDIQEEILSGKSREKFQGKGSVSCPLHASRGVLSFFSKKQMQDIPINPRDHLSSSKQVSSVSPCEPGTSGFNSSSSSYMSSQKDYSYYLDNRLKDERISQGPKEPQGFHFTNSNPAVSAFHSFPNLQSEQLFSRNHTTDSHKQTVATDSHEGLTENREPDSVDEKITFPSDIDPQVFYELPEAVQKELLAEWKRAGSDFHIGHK
#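 Pol iota at 10 nM preincubated 15 min with compounds at room temperature; reaction started with fluorescent substrate, 50 nM final. Fluorescence read kinetically at 0 and 10 min; buffer-only wells as negative control.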
# Pol kappa inh: inhibitors of human DNA polymerase kappa. Q9UBT6. Potency, µM (highest dose often 107 µM), inactives show at the highest dose activity, negative = inhibition, usual class: inhibitors. AID 588579. 400,000 tested, 0.53% active. purified Pol kappa, fluorescent DNA synthesis assay, 10 min; also: potency is read from the fitted curve at half-maximal effect; % is scaled to controls: 0 for no effect and ±100 for the full control effect
#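 Readout: fluorescence, taken kinetically at 0 and 10 min. Conditions: 10 nM Pol kappa, 15 min RT compound preincubation, 50 nM substrate final. Controls: enzyme-free buffer wells.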
# ALOX12 inh: blocks human arachidonate 12S-lipoxygenase. purified 12hLO, xylenol orange hydroperoxide absorbance. 580,000 tested, 1.1% active. Potency, µM (top dose mostly 108 µM), without a hit: at the top dose activity change, negative = inhibition, usual class: inhibitors; also: potency is read from the fitted curve at half-maximal effect; % is scaled to controls: 0 for no effect and ±100 for the full control effect
#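 Purified human 12hLO (150 nM final) in 25 mM Hepes, 0.01% Triton X-100, pH 7.0 was preincubated 15 min at room temperature with compound. Then 40 uM arachidonic acid was added, 30 min. Hydroperoxide was read by Fe-XO absorbance ratio 573/405 nm.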
# Apoferritin bind: binds horse apoferritin like a general anesthetic; AID 485281; apoferritin/1-aminoanthracene competitive binding, fluorescence; 350,000 tested, 0.074% active; P02791; Potency, µM (series often up to 77.5 µM), for inactives: at the highest dose activity change, negative = displacement, actives largely listed as inhibitors; also: potency is read from the fitted curve at half-maximal effect; % is scaled to controls: 0 for no effect and ±100 for the full control effect; nearly all actives have a fitted effect of over 20% in size
#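 Read-out: endpoint 1-AMA fluorescence, excitation 380 nm and emission 535 nm, after compounds sit 10 min at room temperature with 10 uM horse-spleen apoferritin in 50% saturated 1-AMA/PBS. Values come from four-parameter Hill fits.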
# Starred values were filed as active, the others as inactive; i = inactive; ? = inconclusive; . = not tested or not shown; [ ] = dose if it differs, or a comment. Unless noted, calls follow the shape of the dose curve; as a rule, active = well fitted curve in the direction sought with a large enough effect; inconclusive = small, poorly fitted or top-dose-only effect, or another doubt; inactive = no such curve, though single readings can be large; an effect the other way counts as inactive or inconclusive. Some of the compounds tested; count on the stated rates, not on these rows.
molecule	ERG-DNA inh	BLM inh	TRHR agonist	POLB inh	APE1 inh	POLI inh	Pol kappa inh	ALOX12 inh	Apoferritin bind
O=C(NCc1ccc(F)cc1)c1cc(S(=O)(=O)N2CCCCC2)ccc1N1CCOCC1	7%	.	-0.6	.	-8%	6%	-3%	1%	.
CCOC(=O)C1=CN2CCCC[C@@H]2CC1=O	15%	.	.	.	21%	-22%	1%	1%	.
Cc1ccc(OC(=O)CSc2nnc(-c3ccc4c(c3)OCO4)o2)cc1	6%	-3%	-0.2	-8%	.	30%[activator]	-4%	0%	0%
COc1ccc(NC(=O)CN2c3cccc4cccc(c34)S2(=O)=O)c(OC)c1	2%	-8%	-0.8	?	1%	-8%	-9%	25%	-5%
O=C(O)c1ccccc1OC(C(=O)Nc1cc(Cl)cc(Cl)c1)c1ccccc1 (configuration not stated)	1%	-5%	1.0	89%	6%	28%	-13%	1%	6%
COc1ccc(/C=C2\CCC(C3CCCC3)C2=O)cc1OC (configuration not stated)	-14%	-3%	0.8	-3%	-11%	133%[activator]	-6%	-8%	2%
COc1ccc(N(CC(=O)NC2CCCCC2)C(=O)CCC(=O)Nc2nc(C)cs2)cc1	2%	0%	1.2	30%	29%[12.4 µM]	21%	-11%	-22%	-1%
Cc1ccc(/C=C(/C#N)C(=O)NC(=O)Oc2ccccc2)cc1	6%	-11%	-0.1	-15%	-3%	5%	-4%	?	2%
Nc1nc(SCC(=O)Nc2ccc(F)cc2)[nH]c(=O)c1NC(=O)c1ccc(F)c(F)c1	3%	0%	-0.1	9%	38%[activator]	9%	-9%	-22%	-1%
O=C(Cn1ccn(-c2ccc(F)c(Cl)c2)c(=O)c1=O)NCCc1ccccc1	-6%	.	0.1	.	0%	30%[activator]	6%	.	.
O=C(CSc1nc2ccccc2s1)NNC(=S)Nc1ccccc1	0%	-9%	-0.2	43%	-8%	11%	-19%	?	-14%
CC1CC(C)CN(c2ccc(C(=O)NCc3ccc4c(c3)OCO4)cc2[N+](=O)[O-])C1 (configuration not stated)	1%	-11%	-0.1	-23%	-1%	-2%	-20%	8%	?
C=CCOc1ccc(/C(O)=C2/C(=O)C(=O)N(CCCN3CCOCC3)C2c2ccc(OC)cc2)cc1 (configuration not stated)	5%	-4%	0.0	19%	-3%	28%	-7%	?	-5%
COc1cc(CCC(=O)OCC(=O)Nc2c(Cl)cccc2Cl)cc(OC)c1OC	-9%	0%	-0.9	5%	-7%	28%	-16%	?	6%
Cc1sc(NC(=O)C2=COCCO2)c(C(N)=O)c1C	15%	.	-0.3	.	9%	1%	-10%	20%	.
Cc1c(N2C(=O)/C(=C3\C(=O)N(CC(=O)O)c4ccccc43)SC2=S)c(=O)n(-c2ccccc2)n1C	18%	-5%	0.4	3%	-5%	8%	14%	?	0%
Cc1ccc(CSc2cn(CC(=O)N3CCCCC3)c3ccccc23)cc1	-4%	-5%	0.2	27%	.	13%	-16%	-22%	60%[activator]
Cn1c(N)cc(=O)n(C)c1=S	-13%	.	.	.	.	64%[activator]	-7%	-8%	.
O=C(COC(=O)c1cccc(S(=O)(=O)N2CCc3ccccc32)c1)NCc1ccco1	2%	-7%	0.3	0%	-7%	-13%	-13%	-5%	-16%
Cc1cc(C)c(C(=O)Nn2c(C)nc3ccccc3c2=O)cc1C	-8%	-2%	0.0	83%	19%	21%	7%	0%	-2%
C(=N\Nc1nc(-c2ccccc2)cs1)/c1ccco1	-3%	-3%	0.9	0%	9%	-1%	-9%	?	-6%
Fc1ccccc1CSc1nnc(-c2cccs2)o1	.	-3%	-0.2	23%	4%	?	-7%[60.1 µM]	3%[57.4 µM]	?
CCOc1cccc2cc(C(=O)N3CCOCC3)c(=O)oc12	1%	-8%	1.0	11%	33%	21%	-8%	446%[activator]	-2%
CNc1c([N+](=O)[O-])ncn1C	7%	1%	0.2	1%	2%	8%	-12%	-15%	-13%
Cc1ccc(S(=O)(=O)NCC(=O)OCC(=O)c2c(N)n(C)c(=O)n(C)c2=O)cc1	7%	2%	0.1	-4%	-1%	6%	-3%	11%	-5%
O=C(CCS(=O)(=O)c1cccc2nonc12)N1CCOCC1	3%	-2%	0.1	7%	1%	-6%	5%	-1%	-12%
CCC(=O)NC(/C=C/c1ccccc1)c1cc([N+](=O)[O-])c2cccnc2c1O (configuration not stated)	.	-8%	0.0	-6%	3%	.	.	?	2%
Cc1nnc(C)n1/N=C/c1c(O)ccc2ccccc12	3%	4%	0.5	23%	3%	8%	4%	-11%	-11%
COc1cccc(/C=C/C(=O)OCC(=O)Nc2nnc(-c3ccccc3)o2)c1	-3%	.	-0.8	.	35%	34%[activator]	-7%	.	.
CC1CCN(C(=S)c2ccc(O)cc2)CC1	-2%	-4%	-0.5	29%	2%	27%	-5%	0%	?
O=C(CN1C(=O)COc2ccc(S(=O)(=O)Nc3ccccc3)cc21)NCc1ccccc1Cl	-1%	-4%	0.7	-3%	.	23%	-9%	-6%	-8%
CCOC(=O)C(=Cc1ccccc1)C(=O)OCC	.	-6%	.	.	-1%	.	4%[60.1 µM]	-11%	-7%
O=S(=O)(Nc1nc2ccc(S(=O)(=O)N3CCCCC3)cc2s1)c1ccccc1	-10%	-4%	0.4	-2%	0%	-14%[58.9 µM]	-9%	?	-5%
COc1ccc2ccccc2c1/C=N/Nc1ccc(Cl)c(C(=O)O)c1	-10%	-5%	0.2	4%	-1%	?	?	?	-11%
Cc1ccc(NC(=O)c2ccccc2CCc2ccccc2)c(C)c1	.	-1%	1.2	-8%	-1%	0%	-8%	0%	-12%
FC(F)(F)Oc1ccccc1-c1nnc(-c2cccc(C(F)(F)F)c2)o1	-4%	-12%	1.4	-2%	2%	55%[activator]	-2%	31%	?
N#Cc1cccc(NC(=O)CN2CCN(Cc3ccccc3)CC2)c1	-8%	-4%	0.7	-11%	51%[activator]	45%[activator]	-4%	0%	5%
CC(C)c1ccc(NC(=O)CCCN2C(=S)NC(C)(C)CC2C)cc1 (configuration not stated)	4%	6%	-0.4	-4%	11%	23%	-13%	?	?
CCOc1ccccc1/C=C\c1nc(O)c([N+](=O)[O-])c(=O)[nH]1	0%	-5%	0.4	-10%	5%	-17%	-16%	?	-5%
CC(NC(=S)Nc1ccc(Cl)cc1Cl)C(c1cccs1)N1CCCC1 (configuration not stated)	-3%	-4%	-0.1	2%	-7%	29%	-14%	?	-11%
Cc1nn(C)c(Sc2ccccn2)c1[N+](=O)[O-]	16%	1%	0.4	30%	?	71%[activator]	-19%	i	7%
Cc1ccc(NS(=O)(=O)c2ccc(NC(=O)c3ccc(Br)o3)cc2)c(C)c1	5%	-9%	1.0	-23%	-10%	-16%	-26%	?	-9%
Cc1c(NC(=O)CCc2ccccc2)cccc1[N+](=O)[O-]	1%	-3%	-0.4	-20%	5%	121%[activator]	-12%	-45%	-11%
CCOc1ccc(NC(=O)CSc2nnc(-c3ccccc3Cl)n2Cc2ccco2)cc1	-22%	-15%	-2.9	11%	-2%	0%	-1%	0%	7%
CCCCn1c(=O)c2oc3ccccc3c2n(Cc2ccc(C)cc2)c1=O	7%	1%	0.5	28%	.	15%	2%	-14%	-16%
COc1ccc(Cn2c(=O)[nH]c3cc(C(=O)N4CCN(Cc5ccccc5)CC4)ccc3c2=O)cc1	-4%	-8%	0.2	23%	-5%	17%	-5%	9%	-19%
O=C1NC(=S)SC1=Cc1ccc(F)cc1	5%	.	.	.	.	-4%	-9%	?	.
COc1ccccc1-n1c(SCC(=O)NCc2ccc3c(c2)OCO3)nc2cc([N+](=O)[O-])ccc21	-7%	1%	-0.1	?	?	44%[activator]	-10%	?	1%
NC(=O)c1ccccc1NC(=O)COC(=O)C1(c2ccccc2)CC1	-8%	.	1.1	.	3%	5%	-11%	5%	.
Cc1ccc2c(c1)nnn2C1CCN(C(=O)Nc2ccccc2C)CC1	0%	-4%	-0.2	-9%	-5%	39%[activator]	-4%	?	-8%

# (cont.)
molecule	ERG-DNA inh	BLM inh	TRHR agonist	POLB inh	APE1 inh	POLI inh	Pol kappa inh	ALOX12 inh	Apoferritin bind
COCc1c(C(=O)OCc2nc3ccsc3c(=O)[nH]2)oc2ccccc12	-2%	.	-0.3	.	10%	0%	8%	-22%	.
O=C(Nc1ccc(OC(F)(F)F)cc1)c1cc2c(=O)n3ccccc3nc2s1	5%	-12%	0.6	-25%	.	-10%	-9%	-18%	125%[activator]
COc1cc(NC(=O)Nc2nnc(N3CCCCC3)s2)cc(OC)c1	-2%	-4%	0.3	-13%	.	30%	-6%	-5%	-11%
COCCOC(=O)c1c(C)oc2ccc(O)c(CN3CCC(C)CC3)c12 (tested in a mixture with another compound)	2%	.	.	.	.	25%	-4%	7%	.
O=C(Cn1c(=O)c2cccn2c2cccnc21)N1CCN(c2ccc(Cl)cc2)CC1	5%	-9%	0.0	?	18%	?	-24%	.	-11%
CCC(C)c1ccc(OCCN2CCCC2)cc1 (configuration not stated)	0%	2%	-0.8	14%	3%	40%[activator]	0%	-10%	?
O=[N+]([O-])c1ccc(N2N=C(c3ccco3)CC2c2ccccc2)cc1 (configuration not stated)	3%	-20%	28	?	13%	?	-23%	?	?
CCOC(=O)C(CC)Sc1c(CC)cnc2c1c(=O)n(C)c(=O)n2C (configuration not stated)	-22%	2%	-0.3	-3%	.	-1%	-6%[60.1 µM]	-20%	5%
